RGS4 pot: RGS4 potentiators or activators, primary screen, cell-based, HEK293 M3R inducible RGS4, calcium flux; carbachol calcium flux Fluo4; stronger effect = lower value; B-score at 10 µM; actives 0.92% (n = 310,000);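 active means B-score of the integrated calcium signal more than 4 SD below the library mean, with starting fluorescence not abnormally high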;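 further: negative B-score means reduced calcium response which marks RGS4 activation or potentiation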
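Assay system: Inducible-RGS4 HEK293 cells carrying M3 receptor | Schedule: Compound preincubation 20 min at room temperature before agonist | Signal: Kinetic calcium fluorescence imaging with Fluo4-AM dye, 2 µM | Read-out basis: B score from integrated fluorescence ratio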
ANO1 activ: TMEM16A chloride channel activators or potentiators, primary screen, cell-based, HTS | HEK293 TMEM16A/YFP-H148Q/I152L, iodide quench fluorescence; stronger effect = lower value | B-score at 10 µM | Anoctamin-1 (Mus musculus), Q8BHY3 | actives 0.3% (n = 340,000) | AID 623877, 2012;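 active means fluorescence-ratio B-score plate-corrected deviation score at least 3 library SD below zero, with starting fluorescence score within 5 deviations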;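 further: channel opened by trigger with iodide after compound preincubation; score built on the fluorescence ratio of max minus min over baseline; more negative score means more quench and so TMEM16A activation or potentiation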
KCNK9 block: KCNK9 potassium channel inhibitors, primary screen, HEK293 cells, thallium flux; Potassium channel subfamily K member 9 (Homo sapiens), Q9NPC2; FluxOR thallium flux fluorescence; stronger effect = lower value; B-score at 10 µM; actives 1.2% (n = 310,000); AID 488922, 2010;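 active means ratio B-score over 3 SD below the library mean, with starting fluorescence within 5 SD of its mean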;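 further: negative B-score means less thallium flux so channel inhibition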
Target sequence (Q9NPC2 whole entry, looked up): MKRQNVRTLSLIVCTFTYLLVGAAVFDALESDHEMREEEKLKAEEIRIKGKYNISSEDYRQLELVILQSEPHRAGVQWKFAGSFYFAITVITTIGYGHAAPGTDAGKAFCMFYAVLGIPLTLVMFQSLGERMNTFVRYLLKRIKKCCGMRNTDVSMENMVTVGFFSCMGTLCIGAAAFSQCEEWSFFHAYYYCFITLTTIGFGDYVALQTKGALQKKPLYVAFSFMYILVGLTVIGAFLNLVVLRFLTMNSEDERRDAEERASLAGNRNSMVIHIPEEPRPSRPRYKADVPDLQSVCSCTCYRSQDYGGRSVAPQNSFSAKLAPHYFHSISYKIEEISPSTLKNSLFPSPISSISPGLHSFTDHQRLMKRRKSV
KCNQ1 act: potentiators or activators of KCNQ1 channel, primary screen, cell-based, thallium flux, high-throughput; AID 2648, 2010; B-score at 10 µM; Potassium voltage-gated channel subfamily KQT member 1 (Homo sapiens), P51787; actives 0.35% (n = 310,000); CHO-K1 KCNQ1, thallium flux FluxOR fluorescence; stronger effect = higher value;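 active means fluorescence ratio B-score, a plate-corrected score, at least three library SD, with initial intensity B-score within 5 SD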
Target sequence (P51787 whole entry, looked up): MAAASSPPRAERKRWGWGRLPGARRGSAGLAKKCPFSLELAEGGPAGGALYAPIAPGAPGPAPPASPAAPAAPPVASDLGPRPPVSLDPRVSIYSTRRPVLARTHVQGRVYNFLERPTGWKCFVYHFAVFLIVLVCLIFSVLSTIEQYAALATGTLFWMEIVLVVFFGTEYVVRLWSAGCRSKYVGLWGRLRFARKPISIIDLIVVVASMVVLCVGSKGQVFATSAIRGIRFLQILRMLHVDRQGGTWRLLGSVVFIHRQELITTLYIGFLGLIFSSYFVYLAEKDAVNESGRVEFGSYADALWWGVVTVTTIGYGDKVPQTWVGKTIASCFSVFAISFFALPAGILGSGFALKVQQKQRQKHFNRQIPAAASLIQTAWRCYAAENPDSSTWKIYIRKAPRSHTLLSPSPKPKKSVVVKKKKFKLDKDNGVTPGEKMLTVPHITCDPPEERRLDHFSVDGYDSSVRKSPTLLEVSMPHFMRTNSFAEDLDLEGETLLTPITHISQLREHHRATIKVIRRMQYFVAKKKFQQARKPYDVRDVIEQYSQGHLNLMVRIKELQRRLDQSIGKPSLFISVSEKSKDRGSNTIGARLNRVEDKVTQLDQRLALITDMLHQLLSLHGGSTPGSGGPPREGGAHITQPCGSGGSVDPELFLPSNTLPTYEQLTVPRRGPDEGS
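Medium – assay buffer, equal DMSO in all wells · Material – CHO-K1 cell line with stable KCNQ1 potassium channel expression · Signal – kinetic FluxOR thallium fluorescence, 10-s 1-Hz baseline, 110-s post-stimulus read · Compound – single concentration per compound, DMSO matched to controls · Schedule – 37 °C overnight plating, 90-min dark dye load, 20-min compound pretreatment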
hERG rescue: hERG rescue from dofetilide block, primary screen, cell-based, CHO-hERG, FluxOR thallium flux, dofetilide IC70. Voltage-gated inwardly rectifying potassium channel KCNH2 (Homo sapiens), Q12809. dofetilide IC70 present. activation (rescue from dofetilide block), less the hit threshold, % at 10 µM. actives 0.51% (n = 310,000). AID 1511, 2009;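 active means activation above the mean of controls blocked by dofetilide plus 5 SD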;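 further: thallium influx through hERG after potassium depolarization seen as dye fluorescence rise; in these data hits start at about 4.7%; inactives centre near -7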
KCNK3 inh: human KCNK3 channel inhibitors, primary screen, CHO cells, FluxOR thallium flux, B-score | B-score at 10 µM | Potassium channel subfamily K member 3 (Homo sapiens), O14649 | FluxOR fluorescence; stronger effect = lower value | actives 0.84% (n = 340,000);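 active means B-score under library mean minus 4 SD, starting fluorescence ratio at most library mean plus 5 SD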;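 further: more negative B-score means stronger inhibition of thallium flux through KCNK3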
RGS4 inh: RGS4 inhibitors, primary screen, cell-based, HEK293 M3R inducible RGS4, calcium flux; Regulator of G-protein signaling 4 (Homo sapiens), P49798; Fluo-4 calcium flux; stronger effect = higher value; triggered by carbachol at its EC20; B-score at 10 µM; actives 0.45% (n = 310,000); AID 463165, 2010;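 active means B-score, a plate-corrected calcium signal, over three deviations above library mean, with baseline fluorescence within five deviations of library mean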;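 further: RGS4 expression induced by doxycycline in cells with stable M3 receptor; B-score is computed from the integrated fluorescence ratio over baseline after carbachol; higher B-score means a larger calcium signal and so more RGS4 inhibition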
MrgX1 allo act: positive allosteric modulators of MrgX1, primary screen, HEK293 cells, Fluo-4 calcium flux; Mas-related G-protein coupled receptor member X1 (Homo sapiens), Q96LB2; FDSS; stronger effect = higher value; B-score at 10 µM; actives 0.63% (n = 310,000); AID 588675, 2011;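 active means plate-corrected calcium response at least 3 library SD above typical, normal starting fluorescence, not activating the receptor alone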;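 further: compound read alongside a low EC10 to EC30 dose of BAM8-22 agonist; peak minus trough fluorescence over baseline measured at the second addition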
MrgX1 agonist: agonists of human MrgX1 receptor, primary screen, HEK293 cells, Fluo-4 calcium flux; Fluo-4 calcium fluorescence, agonist mode; stronger effect = higher value; actives 0.44% (n = 310,000); B-score at 10 µM;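 active means calcium response B-score plate-corrected fluorescence ratio at least 3 library SD, with starting fluorescence B-score inside 5 SD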
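System – MrgX1-expressing HEK293 cells · Incubation – cells plated overnight, dye loaded 0.5 h 37 °C, 0.5 h room temperature · Technique – kinetic Fluo-4 NW fluorescence of intracellular calcium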
KCNQ1 block: inhibitors of human KCNQ1 channel, primary screen, cell-based, thallium flux, high-throughput. CHO-K1 KCNQ1, FluxOR thallium flux fluorescence; stronger effect = higher value. B-score at 10 µM. actives 1.3% (n = 310,000). AID 2642, 2010;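 active means compounds whose thallium flux B-score, printed positive for inhibition, exceeds three library SD while starting fluorescence stays within three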;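 further: channel opened by potassium depolarization with thallium stimulus after 20 min compound exposure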
ANO1 block: TMEM16A chloride channel inhibitors, primary screen, cell-based, HTS; HEK293 TMEM16A/YFP iodide influx fluorescence, ionomycin; normalized B-score (activity score, 25-100; higher = stronger inhibition) at 10 µM; actives 1.2% (n = 310,000);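 active means ratio plate-corrected score three or more library SD toward inhibition, starting fluorescence score within five deviations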;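 further: score derived from kinetic fluorescence span divided by baseline fluorescence per well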
* = called active by the depositor; i = inactive; · = not tested or not shown.

SMILES	RGS4 pot	ANO1 activ	KCNK9 block	KCNQ1 act	hERG rescue	KCNK3 inh	RGS4 inh	MrgX1 allo act	MrgX1 agonist	KCNQ1 block	ANO1 block
CCOC(=O)CSc1nc2sc3c(c2c(=O)[nH]1)CC(C)(CC)OC3 (centres undefined)	i	i	i	i	-20.9	i	i	i	i	i	i
CC(=O)Nc1ccc(NC(=O)c2ccc(CSc3ccccc3)o2)cc1	i	i	i	i	-12.1	i	i	i	i	i	i
O=C(O)c1ccc2c(=O)n3c(nc2c1)/C(=C/c1ccc(Cl)c(Cl)c1)CC3	i	i	i	i	-13.5	i	15.7*	i	i	i	i
Cc1ccc(NC(=O)CN2CCc3cc4c(cc3C2)OCCCO4)cc1C	i	i	i	i	-8.3	i	i	i	i	i	i
COc1ccc(CCNC(=O)COC(=O)C2CCCCC2)cc1	i	i	i	i	-4.0	i	i	i	i	i	i
COC(=O)c1c(SCC(=O)Nc2ccc(C)c(C)c2)nc(=O)[nH]c1C	i	i	i	i	-8.6	i	i	i	i	i	i
O=c1c2cc(N3CCOCC3)ccc2[nH]c(=S)n1Cc1ccccc1Cl	i	i	i	i	-6.0	i	i	i	i	i	i
CC(C(=O)NC1CCCC1)N(C(=O)c1ccc(-c2ccccc2)[nH]1)c1ccccc1F (centres undefined)	i	i	i	i	-18.6	i	i	i	i	6*	i
O=C(NCc1ccon1)c1ccc(OC2CCN(CCc3ccccc3)CC2)cc1	i	i	i	i	-6.7	i	i	i	i	i	i
O=[n+]1c2c(n([O-])c3cc(Br)ccc31)CCC2	i	i	i	i	-7.2	i	i	i	i	i	i
CCCOc1ccc(/C(O)=C2/C(=O)C(=O)N(CCN(C)C)C2c2ccc(O)c(OC)c2)cc1 (centres undefined)	i	i	i	i	-4.8	i	i	·	·	i	·
O=C(COc1cc2oc(=O)c3c(c2cc1Cl)CCC3)NCc1ccncc1	i	i	i	i	-12.8	i	i	i	i	i	i
O=C(Nc1ccnn1C1CCN(Cc2ccc(OC(F)F)cc2)CC1)C1CCCC1	i	i	i	i	-19.6	i	i	i	i	i	i
O=C(CNC(=O)c1ccc(S(=O)(=O)N2CCCC2)cc1)N/N=C/c1ccccc1	i	i	i	i	-11.7	i	i	i	i	i	i
Cc1nnc(NCc2ccco2)c2ccccc12	i	i	i	i	-4.0	i	i	i	i	i	i
Cc1cccc(-n2c(C)cc(C(=O)NC3CCCCC3)c2C)c1	i	i	i	i	-13.0	i	i	i	i	i	i
CC1(OC(=O)c2cccs2)C(=O)C=C2C=C(c3ccsc3)OC=C2C1=O (centres undefined)	i	·	i	i	-6.1	·	i	i	i	i	i
COc1ccc(CN2C(=O)NC3(CCCCCC3)C2=O)cc1F	i	i	i	i	-11.4	i	i	i	i	i	i
COc1cccc(-c2nnc(SCc3nc4ccccc4[nH]3)n2N)c1	i	i	i	i	-4.6	i	i	i	i	i	i
COc1ccccc1C(C)NC(=O)Cc1ccsc1 (centres undefined)	i	i	i	i	-9.6	i	i	i	i	i	i
CSc1nc(=NC(C)=O)ss1	i	i	i	i	-1.7	i	i	i	i	i	i
COc1ccc2cc(CN(Cc3cccs3)Cc3nnnn3Cc3ccccc3)c(=O)[nH]c2c1	i	i	i	i	-1.4	i	i	i	i	i	i
COC(=O)c1cn(-c2ccccc2)nc1-c1cccnc1	i	i	i	i	-12.8	i	i	i	i	i	i
CSc1ccccc1NC(=O)c1ccc2c(c1)CCN2S(C)(=O)=O	i	i	i	i	-6.6	i	i	i	i	i	i

A draw from above in order of number of heavy atoms, highest first.
SMILES	RGS4 pot	ANO1 activ	KCNK9 block	KCNQ1 act	hERG rescue	KCNK3 inh	RGS4 inh	MrgX1 allo act	MrgX1 agonist	KCNQ1 block	ANO1 block
O=C(Nc1ccnn1C1CCN(Cc2ccc(OC(F)F)cc2)CC1)C1CCCC1	i	i	i	i	-19.6	i	i	i	i	i	i
COC(=O)c1cn(-c2ccccc2)nc1-c1cccnc1	i	i	i	i	-12.8	i	i	i	i	i	i
Cc1nnc(NCc2ccco2)c2ccccc12	i	i	i	i	-4.0	i	i	i	i	i	i

(more compounds)
SMILES	RGS4 pot	ANO1 activ	KCNK9 block	KCNQ1 act	hERG rescue	KCNK3 inh	RGS4 inh	MrgX1 allo act	MrgX1 agonist	KCNQ1 block	ANO1 block
CCOCCCNC(c1ccccc1)c1ccncc1 (centres undefined)	i	i	i	i	-1.9	i	i	i	i	i	i
C/C(=N\Nc1nc(-c2ccc(C)cc2C)cs1)c1cc2ccccc2oc1=O	i	i	i	i	-8.0	i	i	i	i	i	i
CCNC(=O)NC(=O)C(C)N1C(=O)NC(c2ccccc2)(c2ccccc2)C1=O (centres undefined)	i	i	i	i	-9.6	i	i	i	i	i	i
O=C(N/N=C/C1CC2CCC1C2)c1ccc2c(c1)OCO2 (centres undefined)	i	i	i	i	-6.6	i	i	i	i	i	i
CC(C)(C)c1nc(S(=O)(=O)c2ccc(Cl)cc2)c(N2CCOCC2)o1	i	i	i	i	-9.7	i	i	i	i	i	i
Cc1ccc(S(=O)(=O)N2CCC(C(=O)NNC(=O)c3cccnc3)CC2)cc1	i	i	i	i	-10.6	i	i	i	i	i	i
Cc1nc2ccc(S(=O)(=O)NCC(=O)N3CCN(c4ccccn4)CC3)cc2s1	i	i	i	i	-1.9	i	i	i	i	i	i
Cc1ccc(S(=O)(=O)N2CCN(CC(=O)N/N=C\c3ccc(Cl)c([N+](=O)[O-])c3)CC2)cc1	i	i	i	i	-32.4	i	i	i	i	i	i
CCCN1C2CCCC1CC(NC(=O)c1ccc(Br)cc1)C2 (centres undefined)	i	i	i	i	-3.0	i	i	i	i	i	i
COc1ccc(CCNC(=O)CSc2nc3ccccc3c3nc(CCN4CCCCC4)nn23)cc1OC	i	i	i	i	-6.3	i	i	i	i	i	i
CCOC(=O)c1c(S(=O)(=O)NCCc2ccco2)c(C)n(C)c1C	i	i	i	i	-1.8	i	i	i	i	i	i
CC(C)OCCCNC(=O)Cc1ccc(Br)cc1	i	i	i	i	-0.7	i	i	i	i	i	i
CC(=O)c1sc(N)c(C(=O)OC(C)C)c1C	i	i	i	i	-4.5	i	i	i	i	i	i
Clc1cc(/C=N\NC2=NCCN2)cc(Cl)n1	i	i	i	i	-3.0	i	i	i	i	i	i
O=C(CS(=O)(=O)Cc1ccccc1)Nc1ccc(Cl)cn1	i	i	i	i	-5.5	i	i	i	i	i	i
O=C(CSc1nc(=O)n2cc(Cl)ccc2n1)NCCc1ccccc1	i	i	i	i	-10.7	i	i	i	i	i	i
COc1cc(OC)c(OC)cc1/C=C1\CC(C)C/C(=C\c2cc(OC)c(OC)cc2OC)C1=O (centres undefined)	i	i	i	i	-7.3	-13.6*	i	i	i	8*	i
Cc1oc(-c2cccc(Cl)c2)nc1CN1CCCC(C(=O)NCc2ccco2)C1 (centres undefined)	i	i	i	i	-16.7	i	i	i	i	i	i
CCOc1ccc(CNc2nnnn2C)cc1	i	i	i	i	-9.5	i	i	i	i	i	i
CCc1ccc(C(=O)Nc2cc(C)ccc2F)s1	i	i	i	i	-14.1	i	i	i	i	i	i
COc1ccc(C(OCC(O)CN(C)C2CCCCC2)c2ccc(OC)cc2)cc1 (centres undefined)	i	i	i	i	-10.8	i	i	i	i	i	i
CN(CC(=O)Nc1cccc(F)c1)CC(=O)Nc1ccc(Cl)cc1[N+](=O)[O-]	i	i	i	i	-12.3	i	i	i	i	i	i
Cc1c(N(C)C)nc2ccccc2c1N	i	i	i	i	0.2	i	i	i	i	i	i
Clc1ccccc1Cc1noc(CN2CCCCC2c2ccccn2)n1 (centres undefined)	i	i	i	i	-6.6	i	i	i	i	i	i
COc1cccc(N2CCN(c3ccc4nnc(CCC(=O)Nc5ccc(OC)c(OC)c5)n4n3)CC2)c1	i	i	i	i	-15.2	i	i	i	i	i	i
Clc1ccc(-c2nnc(CSc3nnc(-c4cccs4)o3)o2)cc1	i	i	i	i	-2.3	i	i	i	i	i	i
CCOC(=O)c1c(O)cc(C)cc1Nc1ccccc1	i	i	i	i	-6.8	i	i	i	i	i	i
COc1ccc(S(=O)(=O)CC(O)CN2CCCC2=O)cc1 (centres undefined)	i	i	i	i	-7.6	i	i	i	i	i	i
O=C(NCCCCc1ccccc1)C1CCCC1	i	i	i	i	-2.9	i	i	i	i	i	i
COc1ccc2[nH]c(=O)c(CN(C(=O)c3cccnc3)c3cc(C)ccc3C)cc2c1	i	i	i	i	-11.4	i	i	i	i	i	i
COc1ccc(-c2nc(C#N)c(NCCc3ccccc3)o2)cc1OC	i	i	i	i	-5.8	i	i	i	i	i	i
Cc1sc(NC(=O)CSc2nnnn2C(C)C)c(C#N)c1C	i	i	i	i	-13.3	i	i	i	i	i	i
Cc1ccc(S(=O)(=O)CCC(=O)Nc2nnc(CC(C)C)s2)cc1	i	i	i	i	-7.3	i	i	i	i	i	i
Nc1nonc1-n1nnc(C(=O)N/N=C/c2ccncc2)c1CSc1ccccc1	i	i	i	i	-3.5	i	i	i	i	i	i
COc1ccc2ccc3c(c2c1)N=CC1(O3)N(C)c2ccccc2C1(C)C (centres undefined)	i	i	i	i	-6.8	i	i	i	i	i	i
Cc1sc2nc(CN(C(=O)NCc3ccccc3)C3CCCC3)[nH]c(=O)c2c1C	i	i	i	i	-14.4	i	i	i	i	i	i
O=c1ccn(CCc2c[nH]c3ccccc23)c2c1CCCC2	i	i	i	i	-5.4	i	i	i	i	i	i
CCCNC(=O)C1CC(c2ccccc2C(F)(F)F)=NO1 (centres undefined)	i	i	i	i	-2.2	i	i	i	i	i	i
COc1cc(-c2n[nH]c(=S)n2C(C)c2ccccc2)cc(OC)c1OC (centres undefined)	i	i	i	i	-6.2	i	i	i	i	i	i
